High-throughput results from PubChem.
Sm TGR inh = blocks Schistosoma mansoni thioredoxin glutathione reductase. Q962Y6. purified TGR, DTNB reduction, TNB absorbance 405 nm. AID 485364. hit rate 3% among 360,000. Potency, µM (series often up to 114 µM), without a hit: at the top dose activity change, negative = inhibition, hits mostly inhibitors; note: potency is the fitted concentration of half-maximal effect; nearly all actives have a fitted effect of over 60% in size
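Kinetic colorimetric format: TGR-catalysed, NADPH-driven DTNB reduction monitored via TNB absorbance. Enzyme dispensed at 20 nM; compound exposure 15 min at room temperature before reaction start.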
AMA1 RON2 block = inhibitors of Plasmodium falciparum AMA1-RON2 interaction; Potency, µM (highest dose often 58.2 µM), for the others: at the top dose activity change, negative = inhibition, actives largely listed as inhibitors; hit rate 0.2% among 360,000; AlphaScreen AMA1-biotinylated RON2 peptide binding;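 note: potency is the fitted concentration of half-maximal effect; 0% = vehicle wells and -100% = peptide control; nearly all actives have a fitted effect of over 45% in size; some results filed as inactive show a strong effect at the top dose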
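AMA1 (3D7) with his tag at 25 nM final met compounds first, then biotinylated RON2 peptide at 25 nM; detection used donor plus acceptor beads, 10 µg/mL apiece, read by AlphaScreen after 30 min at room temperature.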
HCV inhibitor = inhibitors of hepatitis C virus infection. Huh7.5.1 HCVcc-Cre infection, luciferase reporter, 44 h. Potency, µM (titrated, usually from 41.8 µM), inactives show at the highest dose activity change, negative = inhibition, actives largely listed as inhibitors. hit rate 3.4% among 340,000. AID 651820; note: potency is the fitted concentration of half-maximal effect
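Cells (1,000/well) were plated 4 h before compound, then infected with HCVcc-Cre virus (~0.5 moi). After 44 h further culture, infection was read as luciferase luminescence following a 15 min substrate incubation at room temperature.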
FBPA Giardia inh = Giardia lamblia aldolase inhibition; A8B2U2; purified Giardia FBPA; Potency, µM (doses to about 59.6 µM), for the others: top-dose activity, negative = inhibition, most hits filed as inhibitors; hit rate 0.71% among 290,000; AID 2451; note: potency is the fitted concentration of half-maximal effect; nearly all actives have a fitted effect of over 55% in size
Target sequence (A8B2U2 whole entry, looked up): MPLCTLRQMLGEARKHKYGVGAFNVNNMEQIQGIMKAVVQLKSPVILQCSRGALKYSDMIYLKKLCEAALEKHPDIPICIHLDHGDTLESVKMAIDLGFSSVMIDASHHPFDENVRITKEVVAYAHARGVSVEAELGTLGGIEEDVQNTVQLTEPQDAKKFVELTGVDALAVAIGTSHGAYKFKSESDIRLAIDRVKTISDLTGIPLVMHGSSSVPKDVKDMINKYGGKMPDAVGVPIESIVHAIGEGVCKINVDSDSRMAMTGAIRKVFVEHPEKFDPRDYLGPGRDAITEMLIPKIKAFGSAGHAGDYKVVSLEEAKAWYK
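40 nM FBPA preincubated 10 min at RT with compound (up to 57.5 uM final), then substrate plus GAPDH/TPI/NAD/arsenate coupling and diaphorase/resazurin added. Fluorescence read after 20 min at RT, 525/598 nm.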
AmpC inh detg = inhibitors of E. coli AmpC beta-lactamase with detergent; P00811; AmpC hydrolysis of nitrocefin, absorbance 480 nm, 0.01% Triton; Potency, µM (titrated, usually from 114 µM), inactives show at the top dose activity change, negative = inhibition, usual class: inhibitors; hit rate 0.041% among 370,000;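 note: potency is the fitted concentration of half-maximal effect; 0% = no-compound wells and -100% = no-enzyme wells; nearly all actives have a fitted effect of over 25% in size; some results filed as inactive show a strong effect at the top dose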
Target sequence (P00811 whole entry, looked up): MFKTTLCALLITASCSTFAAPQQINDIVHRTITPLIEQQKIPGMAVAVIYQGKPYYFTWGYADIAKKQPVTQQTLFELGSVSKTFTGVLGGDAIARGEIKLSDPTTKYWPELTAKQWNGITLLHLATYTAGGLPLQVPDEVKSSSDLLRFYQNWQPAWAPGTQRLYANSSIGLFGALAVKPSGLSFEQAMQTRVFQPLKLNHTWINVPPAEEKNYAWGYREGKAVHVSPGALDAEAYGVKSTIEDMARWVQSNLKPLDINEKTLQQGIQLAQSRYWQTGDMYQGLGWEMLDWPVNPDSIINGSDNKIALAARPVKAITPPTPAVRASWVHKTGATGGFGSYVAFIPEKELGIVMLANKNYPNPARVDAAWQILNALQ
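20 mM phosphate pH 7.0 + 0.01% (detergent screen) or 0.0001% Triton X-100; 5.3 nM AmpC reagent; cpd preinc 15 min RT; nitrocefin (800 uM stock) to start; A480 q20 s × 4 min; Activity was normalised to no-enzyme and no-compound control wells.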
HCMV antiviral = inhibitors of human cytomegalovirus | HFF cells, HCMV-luciferase reporter, 72 h; hits give low values | activity change, negative = inhibition, % at 57.5 µM | hit rate 4.5% among 410,000; in the data active = activity change below about -60%; inconclusive = no clear call, values can overlap the other calls; inactive = above about -39%
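Compounds were evaluated in HFFs infected with an HCMV luciferase reporter virus (MOI 1 PFU/cell). Luciferase in lysates collected 72 h post infection served as the replication measure.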
The depositor's hits bear a star; ? = inconclusive; / = no result given; & = joins results of further samples; ! = not confirmed by another sample; [ ] = remark or other dose. Unless noted, calls come from the whole dose curve; as a rule, active = well fitted curve in the direction sought with a large enough effect; inconclusive = small, poorly fitted or top-dose-only effect, or another doubt; inactive = no such curve, though single readings can be large; an effect the other way counts as inactive or inconclusive. Unless noted, % is set by controls: 0 for no effect and ±100 for the full control effect.

SMILES	Sm TGR inh	AMA1 RON2 block	HCV inhibitor	FBPA Giardia inh	AmpC inh detg	HCMV antiviral
COc1ccc(S(=O)(=O)N2CCCCC2)cc1NC(=O)c1ccco1	-14%	0%	9%	1%	-11%	-32
COc1ccc(S(=O)(=O)N2CCN(C(=O)c3cccnc3)CC2)cc1OC	10%	-5%	-7%	6%	?	21
Cc1ccc(S(=O)(=O)N(C)CC(=O)OCC(=O)N2CCN(c3ccccc3)CC2)cc1	-15%	15%	6%	3%	-8%	61
COc1ccc(NC(=O)CSc2nccn2-c2ccccc2)c(OC)c1	0%	-14%	-13%	-1%	?	-29
O=C(CSc1nnc2n(C3CCCCC3)c(=O)c3ccccc3n12)OC1CCCCC1	10%[11.4 µM]	4%	5%	1%	-10%	-10
COC(=O)c1cccc(S(=O)(=O)N2CCCCC2)c1	1%	8%	-27%	2%	-18%	47
CCOc1ccc(C2=CSC3=NCCN23)cc1Cl	-12%	8%	?	-26%	2%	-4
O=C(O)C1CCC(CNS(=O)(=O)c2ccc(Br)cc2)CC1 (stereo not given)	6%	-15%	7%	-6%	-7%	29
O=C(NC1CCCC1)C(c1cccnc1)N(Cc1ccccc1)C(=O)c1csnn1 (stereo not given)	-16%	-19%	-6%	-4%	?	-25
CCCN(C(=O)c1ccc2c(=O)n3c(nc2c1)CCCCC3)c1cccc(Cl)c1	-1%	/	/	/	0%	-10
CCOC(=O)c1c(S(=O)(=O)NCC(=O)Nc2ccccc2)c(C)n(C)c1C	8%	2%	1%	/	0%	9
O=C1COc2ccc(C(=O)COC(=O)c3ccccc3[N+](=O)[O-])cc2N1	-3%	-19%	3%	/	-7%	?
CC1CN(C(=O)CS(=O)(=O)Cc2ccccc2)CC(C)O1 (stereo not given)	-20%	0%	3%	/	4%	7
Cc1cc2c(cc3c(SCc4ccccc4Cl)nnc(C)n32)o1	-2%	/	/	/	-7%	58
CCCCN(C)CCCNC(=O)Cn1c(=O)sc2ccccc21	-6%	10%	?	1%	0%	-14
COCC(=O)Nc1c(I)c(C(=O)NCC(O)CO)c(I)c(C(=O)N(C)CC(O)CO)c1I (stereo not given)	/	0%	-4%	/	/	-4
COc1ccc(CNC(=O)COC(=O)C(CCSC)N2C(=O)c3ccccc3C2=O)cc1 (stereo not given)	/	26%	4%	/	/	0
COc1ccc(Cl)cc1NC(=O)CN(C)C(=O)c1cn2ccccc2n1	0%	-9%	?	/	-5%	0
CS(=O)(=O)Nc1ccc(C(=O)Nc2ccccc2-c2ccccc2)cc1	2%	-19%	0%	3%	-11%	-1
CC(Oc1ccc2c3c(c(=O)oc2c1)CCC3)C(=O)NCCCn1ccnc1 (stereo not given)	3%	10%	8%	/	0%	-27
CC(C)c1ccc(C(=O)NC2=NCCS2)cc1	-17%	50%[activator]	11%	-1%	-15%	68
CCc1ccc(NC(=O)CN(N=Nc2nonc2C)c2nonc2C)cc1	1%	-1%	0%	0%	4%	16
CCOC(=O)C1=C(O)C(=O)N(c2ccc(S(N)(=O)=O)cc2)C1c1ccccc1 (stereo not given)	-14%	-1%	5%	9%	-3%	-25
O=C(COc1ccccc1Cl)Nc1cnn(Cc2ccccc2)c1	5%	-8%	?	-9%	4%	-6
Cc1cc(C(=O)O)oc(=O)c1	4%	-15%	-2%	1%	6%	32

The list goes on:
SMILES	Sm TGR inh	AMA1 RON2 block	HCV inhibitor	FBPA Giardia inh	AmpC inh detg	HCMV antiviral
COc1ccc(OC(=O)c2cn(-c3cccc(OC)c3)c(=O)c3ccccc23)cc1	12%	/	/	/	6%	?
Cc1sc2ncn(C(C)C(=O)OC3CCCCC3)c(=O)c2c1C (stereo not given)	-2%	-18%	-5%	6%	1%	-36
CS(=O)(=O)N(CC(=O)N1CCN(Cc2ccc3c(c2)OCO3)CC1)C1CCCCC1	-2%	-4%	5%	1%	5%	0
CN(CCc1ccccc1)C(=O)c1ccc(NC(=O)Cc2ccc(NC(=O)C3CCCN(C(=O)C4CCCCC4)C3)cc2)cc1 (stereo not given)	/	5%	-2%[8.37 µM]	/	/	?
Cc1ccc(N(C(C)C(=O)Nc2ccc3c(c2)OCO3)S(C)(=O)=O)cc1 (stereo not given)	-7%	-12%	10%	-10%	3%	-32
COC(=O)c1ccc(C(=O)OC)c(NC(=O)c2cnn3c(C(F)F)cc(-c4ccccc4)nc23)c1	16%	/	/	/	2%	0
O=C(CCSCCC(=O)NN=Cc1ccc(F)cc1)NN=Cc1ccc(F)cc1	/	-3%	?	/	/	-38
Cc1c(Cl)ccc2c(C(=O)Nc3cc(C(C)(C)C)on3)cc(-c3ccccn3)nc12	-14%	14%	1%	-9%	?	-16
Cc1ccc(NC(=O)CN2C(=O)S/C(=C/c3ccncc3)C2=O)cc1	0%	6%	?	/	-1%	2
Cc1c(Cl)cccc1-n1ncc(C(=O)NC2CCCCC2)c1C1CCN(C(=O)OC(C)(C)C)CC1	6%	/	/	/	2%	3
Cc1ccccc1/C=N/NC(=O)Cn1cnc([N+](=O)[O-])n1	0%	7%	22%	-9%	3%	2
CCCCc1cc(=O)oc2cc(C)cc(OCC(=O)N3CCC(C(=O)O)(c4ccccc4)CC3)c12	3%	-1%	11%	20%	-17%	1
CN(Cc1ccccc1)c1ccc(C(CC(N)=O)NC(=O)c2ccc(Br)cc2)cc1[N+](=O)[O-] (stereo not given)	8%	-15%	?	5%	-3%	-16
CC(=O)N1c2c(cc(Br)cc2S(=O)(=O)N2CCN(c3ccccc3F)CC2)CC1C (stereo not given)	7%	-8%	?	-5%	?	-67*
COc1cc(OC)cc(C(=O)NC(C(=O)O)C23CC4CC(CC(C4)C2)C3)c1 (stereo not given)	-1%	25%	16%	9%	?	-18
COc1ccc2[nH]c(C(=O)O)c(CCNC(C)=O)c2c1	-2%	0%	19%	-2%	0%	-11
Cc1ccccc1N1C(=O)C(Cl)=C(N2CCOCC2)C1=O	-6%	-5%	-3%	2%	4%	3
Cc1ccc(S(=O)(=O)CCC(=O)Nc2ccc3nc(C)sc3c2)cc1	?	10%	-2%	0%	3%	-32
CCN1CCCC1CN(Cc1cc2c(C)cc(C)cc2[nH]c1=O)C(=O)NC1CCCCC1 (stereo not given)	-23%	-7%	-7%	-12%	?	-18
COc1ccc(-c2nnc(-c3cc4c(ccc5ccccc54)oc3=O)o2)cc1	8%	-4%	-6%	5%	0%	-33
O=C(COc1cccc2c1CCNC2=O)Nc1ccc(F)cc1	-2%	-1%	0%	/	-7%	-13
COc1ccc(CC(=O)NCc2ccccc2)cc1OC	-12%	-7%	-9%	17%	-13%	10
CC1CCCCN1C(C(=O)O)c1ccccc1 (stereo not given)	3%	-7%	16%	-7%	-1%	?
CS(=O)(=O)N1CCN(c2nc3ccccc3s2)CC1	-2%	-5%	4%	0%	3%	46
CCN(c1ccc(C)cc1C)S(=O)(=O)c1nnc(NC(=O)CC(C)C)s1	1%	/	/	/	20%	-32

12 entries from above in another layout:
structure,Sm TGR inh,AMA1 RON2 block,HCV inhibitor,FBPA Giardia inh,AmpC inh detg,HCMV antiviral
Cc1c(Cl)cccc1-n1ncc(C(=O)NC2CCCCC2)c1C1CCN(C(=O)OC(C)(C)C)CC1,6%,/,/,/,2%,3
Cc1ccccc1/C=N/NC(=O)Cn1cnc([N+](=O)[O-])n1,0%,7%,22%,-9%,3%,2
CCCCc1cc(=O)oc2cc(C)cc(OCC(=O)N3CCC(C(=O)O)(c4ccccc4)CC3)c12,3%,-1%,11%,20%,-17%,1
CN(Cc1ccccc1)c1ccc(C(CC(N)=O)NC(=O)c2ccc(Br)cc2)cc1[N+](=O)[O-] (stereo not given),8%,-15%,?,5%,-3%,-16
CC(=O)N1c2c(cc(Br)cc2S(=O)(=O)N2CCN(c3ccccc3F)CC2)CC1C (stereo not given),7%,-8%,?,-5%,?,-67*
COc1cc(OC)cc(C(=O)NC(C(=O)O)C23CC4CC(CC(C4)C2)C3)c1 (stereo not given),-1%,25%,16%,9%,?,-18
COc1ccc2[nH]c(C(=O)O)c(CCNC(C)=O)c2c1,-2%,0%,19%,-2%,0%,-11
Cc1ccccc1N1C(=O)C(Cl)=C(N2CCOCC2)C1=O,-6%,-5%,-3%,2%,4%,3
Cc1ccc(S(=O)(=O)CCC(=O)Nc2ccc3nc(C)sc3c2)cc1,?,10%,-2%,0%,3%,-32
CCN1CCCC1CN(Cc1cc2c(C)cc(C)cc2[nH]c1=O)C(=O)NC1CCCCC1 (stereo not given),-23%,-7%,-7%,-12%,?,-18
COc1ccc(-c2nnc(-c3cc4c(ccc5ccccc54)oc3=O)o2)cc1,8%,-4%,-6%,5%,0%,-33
O=C(COc1cccc2c1CCNC2=O)Nc1ccc(F)cc1,-2%,-1%,0%,/,-7%,-13

(cont.)
SMILES	Sm TGR inh	AMA1 RON2 block	HCV inhibitor	FBPA Giardia inh	AmpC inh detg	HCMV antiviral
CCN(CC)CCNC(=O)C1CCN(S(=O)(=O)c2c(C)noc2/C=C/c2ccccc2F)CC1	0%&-2%	-1%	5.6µM*	/	?	-78*!
Cc1cc(CNC(=O)c2cc(-c3ccccc3)nc3ccccc23)nn1C	13%	13%	-13%	0%	-1%	0
Cc1cc(C)nc(SSc2nc(C)cc(C)n2)n1	-17%	13%	9%	1%	79µM*	45
CC(C)c1onc(C(=O)N2CCOCC2)c1[N+](=O)[O-]	-19%	14%	-1%	7%	-8%	-13
COc1cc(C(=O)OCc2ccc([N+](=O)[O-])cc2)cc(OC)c1OC	17%	-13%	-15%	1%	-3%	-37
Cc1cn(C2C=CC(CO)O2)c(=O)[nH]c1=O (stereo not given)	-17%	0%	5%&-5%	0%	0%	-30
Cn1c(=O)cc(OCC(=O)N2CCN(C3CCCCC3)CC2)c2ccccc21	-3%	-2%	11%	-14%	?	29
CC(=O)N1N=C(c2ccncc2)OC12CCCCCC2	3%	1%	-27%	4%	-10%	59
COc1cccc(NC(=O)Cn2c(=O)c3c(ncn3Cc3ccccc3)n(Cc3ccccc3)c2=O)c1	-8%	-7%	7%	-5%	-4%	1
COc1ccc(S(=O)(=O)N2CCC(c3ccncc3)CC2)cc1OC	0%	/	/	/	-2%	-15
COc1cc(C2C(Oc3ccccc3C)C(=O)N2Cc2ccc(F)cc2)cc(OC)c1OC (stereo not given)	-8%	2%	34%[activator]	-5%	-13%	4
CC(=O)N1CCN(S(=O)(=O)c2cccc(C(=O)Nc3ccc(C)cn3)c2)CC1	-15%	14%	?	0%	?	-35
Cc1ccc(CONC(=O)/N=C/N(C)C)cc1	-12%	-4%	20%	2%	-2%	37
NC(=O)c1ccc[n+](CC(=O)OCCC23CC4CC(CC(C4)C2)C3)c1	-27%	0%	2%	0%	?	29
O=C(CSc1nc(=O)n2ccccc2n1)N1CCCc2ccccc21	-1%	12%	19%	/	0%	9

Not a hit list; about 9.3% have a hit in one of these screens.
